CHT block – inhibits the human high affinity choline transporter; CHT-expressing cells, membrane potential dye, choline response; active compounds read low; Q9GZV3; AID 488975; 310,000 tested, 0.86% active; B-score at 10 µM;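 active = B-score over 3 SD under the library average, and starting fluorescence ratio not unusually high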;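 note: choline stimulus applied at its EC90 after an EC20 pre-addition; B-score computed on integrated fluorescence ratio after choline addition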
Target sequence (Q9GZV3 whole entry, looked up): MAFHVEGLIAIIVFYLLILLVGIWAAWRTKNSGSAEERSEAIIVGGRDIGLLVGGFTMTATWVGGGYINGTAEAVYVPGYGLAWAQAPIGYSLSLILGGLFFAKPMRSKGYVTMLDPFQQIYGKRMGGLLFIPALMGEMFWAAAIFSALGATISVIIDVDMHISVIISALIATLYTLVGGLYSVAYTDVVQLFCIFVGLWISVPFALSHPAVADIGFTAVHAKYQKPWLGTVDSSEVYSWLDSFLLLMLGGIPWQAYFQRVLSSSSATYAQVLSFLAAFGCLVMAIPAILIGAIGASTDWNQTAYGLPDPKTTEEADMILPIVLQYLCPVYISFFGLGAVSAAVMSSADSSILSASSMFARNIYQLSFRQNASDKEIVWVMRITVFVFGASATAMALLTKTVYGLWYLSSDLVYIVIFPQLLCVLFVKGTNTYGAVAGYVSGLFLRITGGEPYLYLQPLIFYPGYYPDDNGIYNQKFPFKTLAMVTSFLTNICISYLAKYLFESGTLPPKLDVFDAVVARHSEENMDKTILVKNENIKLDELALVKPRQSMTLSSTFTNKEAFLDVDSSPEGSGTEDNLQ
CHT PAM – allosteric activators of human choline transporter CHT | Q9GZV3 | CHT-expressing cells, membrane potential dye, choline EC20; active compounds read high; LV-AA mutant CHT in HEK293 cells | B-score at 10 µM | AID 488977 | 310,000 tested, 0.49% active;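 active = initial fluorescence not abnormally high and integrated response B-score, plate-corrected, over 3 SD above library mean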
Numbers without * were called inactive; i = inactive. This is a random part of the collection; overall some 1.5% were active at least once.

Values run as follows: CHT PAM, CHT block
O=C(NCCO)/C(=C/c1cccc([N+](=O)[O-])c1)NC(=O)c1ccco1
    i, i
CCc1ccc(NC(=O)C(=O)NCC2CCCN2S(=O)(=O)c2ccccc2)cc1 (stereo not given)
    i, i
N#CC1=C(N)n2c(s/c(=C\c3cccs3)c2=O)=C(C#N)C1c1cccs1 (stereo not given)
    i, i
N#Cc1cccc(NC(=O)COC(=O)c2cccc(N3C(=O)c4ccccc4C3=O)c2)c1
    i, i
O=C(C1CC1)N1N=C(c2ccncc2)CC1(O)C(F)(F)F (stereo not given)
    i, i
CCCn1c(SCC(=O)NC)nnc1C(C)C
    i, i
c1ccc2c(c1)CC1(CCCCC1)n1nnnc1-2
    i, i
COc1ccc(Oc2ccc(C(F)(F)F)cc2NC(=O)CC(CC(=O)O)c2ccccc2)cc1 (stereo not given)
    i, i
CC1CC(C)CN(c2ccc(NS(=O)(=O)c3ccccc3)cc2C(=O)O)C1 (stereo not given)
    i, i
Cn1c(SCc2cccc3ccccc23)nnc1-c1ccco1
    i, i
CCOC(=O)N1CCN(C(=O)c2ccc3ccccc3c2)CC1
    i, i
COC(=O)C1=C(C)N(c2cccc(Cl)c2)C(=O)C1
    i, i
O=c1c2ccccc2c(/C=N/c2n[nH]c(CCCO)n2)c(O)n1-c1ccccc1Cl
    i, i
CCOc1ncccc1C(=O)NCC1COc2ccccc2O1 (stereo not given)
    i, -5.2*
Cn1c(/C(C#N)=C(\O)c2ccc([N+](=O)[O-])cc2)nc2ccccc21
    i, i

More results
Values run as follows: CHT PAM, CHT block
CCOc1ccc(NC(=O)CN(C)S(=O)(=O)c2ccc3c(c2)CCC(=O)N3)cc1
    i, i
Cc1noc(C)c1COC(=O)c1cc2c(C)nn(-c3ccc(F)cc3)c2s1
    i, i
C=CCOc1ccc(/C=C/C(=O)OCC(=O)NCCc2ccccc2)cc1
    i, i
CCOc1ccc(CCNC(=O)CS(=O)Cc2nc(-c3ccc(C)cc3)oc2C)cc1 (stereo not given)
    i, i
Cc1cc(Nc2cccc(Cl)c2)nc(N2CCOCC2)n1
    i, i
COc1ccc(CNc2cccc3[nH]c(C(F)(F)F)nc23)cc1
    i, i
COc1ccc(C(=O)N2CC(=O)Nc3ccc(F)cc3C2c2ccccc2)cc1 (stereo not given)
    i, i
Cc1ccc(-n2ncc3c(=O)n(CC(=O)NC4CCCCC4)cnc32)cc1
    i, i
c1ccc(COn2nnc3ccccc32)c(COn2nnc3ccccc32)c1
    i, i
CN(C)c1ccc(/C=C/C=C2/SC(=S)N(c3ccccc3)C2=O)cc1
    i, i
Cc1cc(C(C)(C)C)oc1C(=O)N(CC(=O)NC1CCCC1)Cc1ccccc1Cl
    i, i
O=C(NCC(c1cccs1)N1CCOCC1)c1cn(-c2ccccc2)nc1-c1ccc(F)cc1 (stereo not given)
    i, i
COc1ccccc1OCCC(=O)NCc1ccc2c(c1)OCO2
    i, i
COc1ccccc1NC(=O)CN(Cc1ccco1)C(=O)c1ccc(Cl)nc1
    i, i
CC1CC(C)(C)n2c(O)c(N=NC(N)=S)c3cccc1c32 (stereo not given)
    i, i

Single records, as listed above. Values in the order: CHT PAM	CHT block
Entry for `c1ccc2c(c1)CC1(CCCCC1)n1nnnc1-2` → i	i
Entry for `O=C(NCC(c1cccs1)N1CCOCC1)c1cn(-c2ccccc2)nc1-c1ccc(F)cc1` (stereo not given) → i	i
Entry for `Cc1cc(C(C)(C)C)oc1C(=O)N(CC(=O)NC1CCCC1)Cc1ccccc1Cl` → i	i
Entry for `Cn1c(/C(C#N)=C(\O)c2ccc([N+](=O)[O-])cc2)nc2ccccc21` → i	i
Entry for `COC(=O)C1=C(C)N(c2cccc(Cl)c2)C(=O)C1` → i	i

(next part)
Values run as follows: CHT PAM, CHT block
Cc1ccc(CCNC(=O)C2CCN(C(=O)N(C)C)CC2)cc1
    i, i
Cc1ccc(NC(=O)c2ccc(-n3cccn3)c([N+](=O)[O-])c2)cc1C
    i, i
CCC(C)NC(=O)C(NS(=O)(=O)c1cccc2nsnc12)c1ccccc1 (stereo not given)
    i, i
CCCc1nc(SCC(=O)O)c2sc(=S)n(-c3ccccc3)c2n1
    i, i
Cc1cccc(Nc2nnc(SCC(=O)c3ccc(O)cc3O)s2)c1
    i, i
COc1cc(-n2c(C)nc3cc(C(=O)NCc4ccco4)ccc32)cc(OC)c1OC
    i, i
COc1ccc(NC(=O)CN(C)C(=O)CCCNC(=O)c2ccc(Cl)cc2)cc1
    i, i
CCOc1ccc(-c2cc(C)n3nc(C(N)=O)cc3n2)cc1
    i, i
O=C(NS(=O)(=O)c1ccccc1)c1cccc(Br)c1
    i, i
O=C(NNC(=S)NCC1CCCO1)c1cccc(S(=O)(=O)N2CCOCC2)c1 (stereo not given)
    i, i
COC(=O)c1cc(=O)n(CCc2ccc(OC)c(OC)c2)c(=Nc2ccc(F)c(Cl)c2)s1
    i, i
CCSc1nnc(-c2ccccc2N)c(=O)[nH]1
    i, i
Cc1c(CCC(=O)O)c(=O)oc2cc(OCc3ccccc3Br)ccc12
    i, i
Cc1ccc(CNC(=O)CNC(=O)[C@@H]2Cc3ccccc3CN2)cc1
    i, i
Cc1ccc(-c2ccc(C(=O)O)c(C)n2)cc1
    i, i

Entries shown so far that contain a nitro group on carbon (3):
Values run as follows: CHT PAM, CHT block
O=C(NCCO)/C(=C/c1cccc([N+](=O)[O-])c1)NC(=O)c1ccco1
    i, i
Cn1c(/C(C#N)=C(\O)c2ccc([N+](=O)[O-])cc2)nc2ccccc21
    i, i
Cc1ccc(NC(=O)c2ccc(-n3cccn3)c([N+](=O)[O-])c2)cc1C
    i, i

(listing goes on)
Values run as follows: CHT PAM, CHT block
COc1cc(OC)c(C(=O)N2CCCC2)cc1OC
    i, i
CCN(c1ccc(NC(=O)COC(=O)CCC(=O)c2ccc(F)cc2)cc1)C(C)C
    i, i
COc1cccc(/C=N/Nc2nnc(C)n2N)c1OCc1ccccc1Cl
    i, i
Cc1cc[n+](Cc2ccc([N+](=O)[O-])cc2)cc1
    i, i
COc1ccc2oc(=O)c(C(=O)N3CCCC3)cc2c1
    i, i
Cc1ccc(C(=O)NCCCn2ccnc2)cn1
    i, i
Cc1ccc(NC(=O)C(Cc2ccccc2)NC(=O)c2ccco2)cc1 (stereo not given)
    i, i
O=C(COC(=O)C1(c2ccc(F)cc2)CCCC1)N1CCc2ccccc21
    i, i
COC(=O)C1=C2SCC(=O)N2C(N)=C(C#N)C1
    i, i
CCOC(=O)CN(C)S(=O)(=O)c1ccc(-c2cc(C(=O)OC)sc2C(F)(F)F)cc1
    i, i
O=C(Nc1ccc(S(=O)(=O)N2CCCC2)cc1)c1cnccn1
    i, i
C[C@@H](C(=O)NC1CCCCC1)N1C(=O)N2CCc3c([nH]c4ccccc34)[C@@]2(C)C1=O
    i, i
Cc1ccnc(NS(=O)(=O)c2ccc(NC(=O)c3ccc(S(=O)(=O)N(C)C)cc3)cc2)n1
    i, i
CCOC(=O)c1sc(NC(=O)c2ccncc2)nc1C
    i, i
O=C(c1cc(COc2c(F)cccc2F)on1)N1CCCCCC1
    i, i

(cont.)
Values run as follows: CHT PAM, CHT block
CCNC(=O)[C@H]1O[C@@H](n2cnc3c(N)nc(NCCc4ccc(CCC(=O)O)cc4)nc32)[C@H](O)[C@@H]1O
    i, -5.3*
CCC(C(=O)NCC1CCCO1)n1nc(C)c2sc3ccccc3c2c1=O (stereo not given)
    i, i
Oc1[nH]c2ccccc2c1N=Nc1nc2ccccc2s1
    i, i
Cc1cccc(Oc2ccccc2N)c1
    i, i
CCOc1ccc(C(=O)OCC(=O)Nc2nc(OC)cc(OC)n2)cc1OCC
    i, i
CCCCOc1ccc(/C=C/C(=O)OCC(=O)NC2CCS(=O)(=O)C2)cc1OCC (stereo not given)
    i, i
O=C(Nc1ccc(S(=O)(=O)N2CCN(c3ccccc3)CC2)cc1)c1cccs1
    i, i
CCc1ccccc1N1CN(Cc2cccnc2)CNC1=S
    i, i
Cc1cc(C(C)(C)C)ccc1OCCOCCN1CCCC1
    i, i
COc1cccc(/C=C2\SC(=S)N(CCC(=O)N3CCCCC3)C2=O)c1
    i, i
OC1C(O)C(O)C(O)C(O)C1O (stereo not given)
    i, i
Cn1nc(-c2ccccc2)c(-c2nc(-c3ccc(Cl)cc3)no2)c1Cl
    i, i
COc1ccc(C(=O)NCc2ccccc2)cc1Br
    i, i
Cc1cc(C(=O)Nc2cccc3ccccc23)c(C)o1
    i, i
CCN(C(=O)CSc1nnnn1-c1ccccc1OC)C1CCS(=O)(=O)C1 (stereo not given)
    i, i

The list goes on:
Values run as follows: CHT PAM, CHT block
C=CCn1c(=NC(=O)c2ccc(S(=O)(=O)N3CCCC3)cc2)sc2cc(NC(C)=O)ccc21
    i, i
CC(OC(=O)CC1CCCCC1)C(=O)Nc1ccc(S(N)(=O)=O)cc1 (stereo not given)
    i, i
CCOc1ccc(-n2cc(C(=O)NC(C)C)c3cc(OC)c(OC)cc3c2=O)cc1
    i, i
CSc1nc(N(C)NC(=O)c2ccccc2)c2ccccc2n1
    i, i
COc1ccccc1C(=O)O/N=C(\N)c1ccccc1Cl
    i, i
c1ccc(-c2cnnc3ccccc23)cc1
    i, i
CC(C)n1nc(Cc2cccc3ccccc23)c(C#N)c1N
    i, i
Cc1nnc(SCC(=O)N2CCN(c3ccccc3)CC2)n1-c1ccccc1
    i, i
COc1ccc(NC(=O)C2C3CCC(O3)C2C(=O)O)c(C)c1 (stereo not given)
    i, i
Cc1ccc(NC(=O)CCSc2nnc(-c3ccco3)o2)cc1
    i, i
C/C(=N/OCO/N=C(/C)c1ccc(F)cc1)c1ccc(F)cc1
    i, i
COc1ccc2cc(C(c3nnnn3Cc3ccccc3)N3CCCCCC3)c(=O)[nH]c2c1 (stereo not given)
    i, i
Clc1ccc(CNCCCSc2ncccn2)cc1Cl
    i, i
S=C1c2ccccc2CN1c1ccccc1
    i, i
CCn1nc(C)cc1C(=O)Sc1cccc(Cl)c1
    i, i

More entries follow.
Values run as follows: CHT PAM, CHT block
Cc1oc(-c2ccccc2F)nc1CS(=O)CC(=O)NCc1ccccc1 (stereo not given)
    i, i
Cc1cc2c(cc1S(=O)(=O)NCc1ccc(N(C)C)cc1)OCC(=O)N2
    i, i
CCNC(=O)c1ccccc1-c1nc(-c2ccccc2)no1
    i, i
Cc1ccc(-c2nc3ccccc3s2)cc1NC(=O)c1ccc2c(c1)OCO2
    i, i
COc1cccc(NC(=O)CSc2nnc(-c3cccs3)n2C)c1
    i, i
O=C(Cn1cnc2c(nnn2Cc2ccc(F)cc2)c1=O)Nc1ccccc1
    i, i
C=CCNC(=S)NNC(=O)c1cc(C)nc2ccccc12
    i, i
Cc1cccc(CNC(=O)c2ccccc2NC(=O)C2=CSCCO2)c1
    i, i
CC(C)(C)OC(=O)N1CCC(C(=O)N[C@@H](Cc2c[nH]c3ccccc23)C(=O)O)CC1
    i, i
CC1(C)Cc2c(c(N3CCOCC3)nc3sc(-c4ccc(C(=O)O)o4)c(N)c23)CO1
    i, i
O=C(COC(=O)Cc1ccccc1F)Nc1ccc2c(c1)OCO2
    i, i
O=C(Nc1ccc(Cl)cc1)N1CCSC1=NCc1ccccc1
    i, i
CC1=C(C(=O)OCC2CCCO2)C(c2coc3ccc(C)cc3c2=O)C2=C(CCCC2=O)N1 (stereo not given)
    i, i
Nc1ncc(-c2ccccc2)c(-c2ccc(O)cc2O)n1
    i, i
C/C(=N\Nc1nc(C)cc(C)n1)c1ccc(C)o1
    i, i

Continued.
Values run as follows: CHT PAM, CHT block
O=C(CN1CC(c2ccccc2)CC1=O)Nc1ccc2c(c1)OCO2 (stereo not given)
    i, i
Cc1cc(NC(=O)CCN2CC(C)OC(C)C2)ccc1Br (stereo not given)
    i, i
C=CCOc1c(Cl)cc(CNc2ccc(C)c(Cl)c2)cc1OC
    i, i
COc1cc2c3nc4n(c(=O)c3n(CC(=O)NCC3CCCO3)c2cc1OC)CCS4 (stereo not given)
    i, i
Cc1ccc(-c2nnc(N3CCOCC3)c3ccccc23)cc1S(=O)(=O)NCC1CCCO1 (stereo not given)
    i, i
CC12CCC(C(=O)N(NC(=O)c3ccccc3O)C1=O)C2(C)C (stereo not given)
    i, i
CSc1ccc(CN2CCCC(CO)(Cc3ccccc3)C2)cc1 (stereo not given)
    i, i
CCCCCn1c(SCC(=O)OCC)nc2cc(C(=O)NCc3ccco3)ccc2c1=O
    i, i
N#C/C(=C\c1c(N2CCOCC2)nc2ccccn2c1=O)C(=O)NC1CCS(=O)(=O)C1 (stereo not given)
    9.6*, i
Cc1ccccc1-c1nnc(SCC(=O)N2CCCC2)o1
    i, i
COC(=O)Cn1cnc2c(nnn2-c2ccc(C)cc2)c1=O
    i, i
CC(=O)Nc1cc(C(=O)N2CCc3ccccc3C2)ccc1Sc1ccc(Cl)cc1
    i, i
Clc1ncc(Cn2cccn2)s1
    i, i
O=C(c1cccc2c1-c1ccccc1C2)N1CCCCC1
    i, i
CCn1c(SCC(=O)c2c[nH]c3ccccc23)nc2cc(S(=O)(=O)N3CCOCC3)ccc21
    i, i

Next structures follow:
Values run as follows: CHT PAM, CHT block
Cc1cc(/C=C2/NC(=O)N(Cc3ccccc3F)C2=O)c(C)n1-c1ccccn1
    i, i
CN(C)c1cccc(C(=O)OCc2cc(=O)oc3cc(O)ccc23)c1
    i, i
N#C/C(=N\Nc1ccccc1)C(=N)N1CCOCC1
    i, i
N#Cc1cc(Oc2ccc(Cl)cc2)c(N2CCOCC2)cc1C#N
    i, i
O=C(CCC(=O)N(CC(=O)NC1CCCCC1)c1ccc2c(c1)OCCO2)Nc1ccccn1
    i, i
COc1ccc(NC(=O)CSc2nncn2C)cc1OC
    i, i
O=C(NNc1cc(N2CCOCC2)nc(N2CCOCC2)n1)C12CC3CC(CC(C3)C1)C2
    i, i
Cc1ccc(S(=O)(=O)N2CCOCC2)cc1C(=O)OC1CCCCC1=O (stereo not given)
    i, i
O=C(Nc1ccc(OCC(F)(F)C(F)F)c(C(F)(F)F)c1)c1ccccc1
    i, i

Screening results from PubChem BioAssay.
